HTR2A ag: mouse HTR2A agonism via beta-arrestin recruitment | CHO-K1 mHTR2A beta-arrestin complementation, luminescence; percent of 30 µM serotonin response | activation, % at 7.6 µM | 0.66% of 360,000 active | AID 624169;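 active = activation above a run cutoff, the mean activation of all tested compounds plus 3 SD, cut at about 14% in these data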;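 note: 0% = plate median of compound wells and 100% = 30 µM serotonin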
Target sequence (P35363 whole entry, looked up): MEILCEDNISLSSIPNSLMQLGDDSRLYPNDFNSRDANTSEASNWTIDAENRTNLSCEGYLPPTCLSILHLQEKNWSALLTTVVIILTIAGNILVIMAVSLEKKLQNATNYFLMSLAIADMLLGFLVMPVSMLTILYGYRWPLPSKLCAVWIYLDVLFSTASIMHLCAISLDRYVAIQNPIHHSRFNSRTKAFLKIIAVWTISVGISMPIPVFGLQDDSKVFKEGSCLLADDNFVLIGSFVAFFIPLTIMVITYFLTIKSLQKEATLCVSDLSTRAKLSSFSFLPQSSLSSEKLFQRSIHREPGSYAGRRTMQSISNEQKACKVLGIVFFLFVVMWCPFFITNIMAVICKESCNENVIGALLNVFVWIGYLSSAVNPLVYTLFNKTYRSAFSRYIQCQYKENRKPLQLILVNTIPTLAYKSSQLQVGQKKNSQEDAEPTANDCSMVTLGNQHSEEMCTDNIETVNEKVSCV
Peg3 prom inh: inhibitors of Peg3 promoter. AID 588405. inhibition, % at 20 µM. HeLa PEG-Prom luciferase reporter, luminescence, overnight. 1.7% of 360,000 active;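 active = inhibition of at least 50% at 20 µM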
NR2E3 ag-1: activates human photoreceptor nuclear receptor NR2E3. AID 2300. GST-NR2E3/biotin-RetCOR TR-FRET, 1536-well. 0.12% of 320,000 active. inhibition of corepressor binding, % at 4.78 µM;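 active = percent inhibition above the cutoff of mean plus 3 SD of all tested compounds, set per screening campaign, cut at about 20% in these data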;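 note: 0% = DMSO wells and 100% = biotin wells as full block of FRET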
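Test system: GST-NR2E3 and biotin-RetCOR proteins | Quantity: 1.35 nM GST-tagged NR2E3 final | Medium: Tris pH 7.5 | Also added: 7 nM biotin-RetCOR | Dosing: Compound at 4.8 µM, single dose | Timing: 5 h at 4 °C | Detection: Time-resolved FRET | Read-out basis: Percent inhibition | Benchmarks: Biotin wells as high control, 0.6% DMSO wells as low control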
NR2E3 ag-2: activates human NR2E3 receptor; Q9Y5X4; CHO-S Gal4-NCOR/VP16-NR2E3 two-hybrid, luciferase; inhibition of corepressor binding, % at 3.98 µM; 0.35% of 360,000 active; AID 602229;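 active = inhibition above the mean of all tested compounds plus 3 SD, cut at about 70% in these data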;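 note: 0% = DMSO with NR2E3 transfected cells and 100% = cells lacking NR2E3 construct; higher means lower luciferase signal from less NR2E3 corepressor binding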
MITF TRPM1 inh: MITF TRPM1 promoter inhibition in SK-MEL-5 cells. SK-MEL-5 TRPM1 promoter luciferase, 24 h. inhibition, % at 12.5 µM. 0.83% of 330,000 active;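 active = mean inhibition across replicates of 60% or more, whatever share of single replicates reaches that level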; note: values of inactives mirror those of a sister screen read the other way
HIF-2a block: inhibitors of HIF-2a. 0.72% of 360,000 active. 786-0 RCC cells HIF-2a reporter, luciferase luminescence, overnight. inhibition, % at 18.8 µM;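 active = inhibition of the luminescence signal of 40% or more relative to plate controls, in a single-dose primary screen at 18.75 µM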
hiPSC survival: enhancers of human iPSC single-cell survival; survival enhancement, % at 20 µM; hiPSC single-cell survival, ATPlite luminescence; 100% = ROCK inhibitor wells, 0% = DMSO; AID 602274; 0.044% of 360,000 active; in the data active = survival enhancement above about 18%;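 note: cells exposed to compounds for 16 hours before the ATP read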
PDI inh: PDI (human) enzyme inhibition. P07237. PDI insulin aggregation turbidity, A650, 90 min. inhibition, % at 10 µM. 0.052% of 350,000 active. AID 588391;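 active = mean inhibition across replicates of 30% or more, whatever share of single replicates reach that level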;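 note: absorbance from insulin aggregation driven by PDI reduction with DTT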
Target sequence (P07237 whole entry, looked up): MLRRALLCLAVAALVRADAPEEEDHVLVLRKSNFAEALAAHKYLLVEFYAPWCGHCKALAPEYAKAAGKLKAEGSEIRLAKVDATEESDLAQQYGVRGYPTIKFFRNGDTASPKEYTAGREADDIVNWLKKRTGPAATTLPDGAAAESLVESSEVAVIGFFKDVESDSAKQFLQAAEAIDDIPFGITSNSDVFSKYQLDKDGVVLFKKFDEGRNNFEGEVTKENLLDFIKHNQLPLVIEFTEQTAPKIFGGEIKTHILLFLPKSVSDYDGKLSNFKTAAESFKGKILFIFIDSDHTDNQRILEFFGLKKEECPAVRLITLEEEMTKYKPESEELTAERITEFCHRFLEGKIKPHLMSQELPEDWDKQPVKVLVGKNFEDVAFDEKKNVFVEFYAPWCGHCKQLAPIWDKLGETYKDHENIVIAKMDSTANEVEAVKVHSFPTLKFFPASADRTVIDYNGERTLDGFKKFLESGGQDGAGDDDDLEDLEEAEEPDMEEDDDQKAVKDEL
Shn3 inh set2: inhibitors of Schnurri-3 3'UTR reporter in osteoblasts; AID 588674; 0.52% of 360,000 active; inhibition, % at 12.5 µM; Clone20 osteoblast Shn3 3'UTR firefly luciferase, 24 h;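 active = mean inhibition of at least 75% with every replicate also reaching 75%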;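 note: 0% = median of neutral control wells and 100% = pilot-screen positive control compound; some compounds past the cut are filed as inactive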
H9c2 protect: modulators protecting cardiomyocytes from myocardial damage; H9c2 cardiomyocytes, H2O2 injury protection, ATPLite, 2 h; protection from H2O2 cell death, % at 20 µM; 0.63% of 360,000 active; AID 588492;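 active = compounds giving at least 50% protection of heart cells from peroxide-induced death in the single-dose screen, raw or plate-pattern-corrected value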;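 note: 0% = DMSO wells with peroxide and 100% = DMSO wells without peroxide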
CaV13 FRET inh: Disruptors of the CACNA1D IQ motif to Ca2+-dependent inactivation inhibitor domain association, primary screening, Förster resonance energy transfer in intact living … | HEK cells, CFP/YFP FRET ICDI-IQ, plate reader, 10 min; percent FRET-ratio fall versus neutral wells | inhibition, % at 12.3 µM | 0.098% of 340,000 active;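 active = mean replicate inhibition of at least 30% and at least 1% of replicates passing that level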;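 note: 0% = median of the neutral control wells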
An asterisk follows results filed as active; x = no result given. This is a random part of the collection (roughly 3.9% active in at least one column).

SMILES	HTR2A ag	Peg3 prom inh	NR2E3 ag-1	NR2E3 ag-2	MITF TRPM1 inh	HIF-2a block	hiPSC survival	PDI inh	Shn3 inh set2	H9c2 protect	CaV13 FRET inh
COc1cc(CCC(=O)N2CCN(S(=O)(=O)c3ccc(C)c(C)c3)CC2)cc(OC)c1OC	-3	12	-1	-17	4	10	0.7	0	-2	0	-7
CCC(c1nc2ccccc2[nH]1)N(Cc1cccnc1)C(=O)c1cc(-c2ccccc2)on1 (stereo not drawn)	-9	-13	x	-2	x	-40	4.1	x	5	8	-4
CCN(CC)CCCNC(=O)c1cn(CC)c2cc(N3CCN(C(=O)c4ccco4)CC3)c(F)cc2c1=O	-4	-6	0	-6	0	-8	0.5	6	-28	3	-2
Cc1nc(-c2ccc(S(=O)(=O)N3CCCN(CCc4ccccc4)CC3)s2)cs1	-13	18	-6	44	19	9	-0.7	14	19	-1	-3
CN(C(=O)OC(C)(C)C)[C@H](Cc1ccccc1)C(=O)N[C@H]1CCCCNC1=O	-2	5	x	-13	-1	-5	-2.5	4	-34	10	-4
COc1ccc(-c2cc(NC(C)=O)c3ncc(-c4ccccc4)n3c2)c(OC)c1	-2	-2	x	-22	x	-52	-0.1	-1	-1	9	-10
O=C(/C=C/c1nc2ccccc2s1)N1CCCCCC1	1	-279	1	-111	-91	-277	-2.8	-1	-39	-10	-5
CN(C)S(=O)(=O)c1cccc(NC(=O)CSc2nc3c(cc2C#N)C(=O)CC(C)(C)C3)c1	1	60*	0	42	68*	-12	-1.1	-4	34	7	-5
O=C(Nc1cccnc1Cl)c1ccc2c(Cl)c3c(nc2c1)CCC3	6	-107	x	-18	-43	-104	-3.7	-5	-99	-30	-2
C=CC[N+]1(CC=C)CCOCC1	0	-2	-3	10	9	12	1.5	0	-8	5	3
CCCCC(=O)Oc1ccccc1C1SCc2cc(C)c(C)cc2CS1	0	0	-1	-20	-13	3	-1.8	-4	-14	-6	0
Cc1ccc(C(=O)Nc2nc3ccc(S(C)(=O)=O)cc3s2)s1	0	-226	2	-89	-28	-156	-4.4	-2	-90	-11	-5

Reformatted: entries from further up.
| smiles | HTR2A ag | Peg3 prom inh | NR2E3 ag-1 | NR2E3 ag-2 | MITF TRPM1 inh | HIF-2a block | hiPSC survival | PDI inh | Shn3 inh set2 | H9c2 protect | CaV13 FRET inh |
| --- | --- | --- | --- | --- | --- | --- | --- | --- | --- | --- | --- |
| COc1cc(CCC(=O)N2CCN(S(=O)(=O)c3ccc(C)c(C)c3)CC2)cc(OC)c1OC | -3 | 12 | -1 | -17 | 4 | 10 | 0.7 | 0 | -2 | 0 | -7 |
| CCC(c1nc2ccccc2[nH]1)N(Cc1cccnc1)C(=O)c1cc(-c2ccccc2)on1 (stereo not drawn) | -9 | -13 | x | -2 | x | -40 | 4.1 | x | 5 | 8 | -4 |
| CCN(CC)CCCNC(=O)c1cn(CC)c2cc(N3CCN(C(=O)c4ccco4)CC3)c(F)cc2c1=O | -4 | -6 | 0 | -6 | 0 | -8 | 0.5 | 6 | -28 | 3 | -2 |
| Cc1nc(-c2ccc(S(=O)(=O)N3CCCN(CCc4ccccc4)CC3)s2)cs1 | -13 | 18 | -6 | 44 | 19 | 9 | -0.7 | 14 | 19 | -1 | -3 |
| CN(C(=O)OC(C)(C)C)[C@H](Cc1ccccc1)C(=O)N[C@H]1CCCCNC1=O | -2 | 5 | x | -13 | -1 | -5 | -2.5 | 4 | -34 | 10 | -4 |
| COc1ccc(-c2cc(NC(C)=O)c3ncc(-c4ccccc4)n3c2)c(OC)c1 | -2 | -2 | x | -22 | x | -52 | -0.1 | -1 | -1 | 9 | -10 |
| O=C(/C=C/c1nc2ccccc2s1)N1CCCCCC1 | 1 | -279 | 1 | -111 | -91 | -277 | -2.8 | -1 | -39 | -10 | -5 |
| CN(C)S(=O)(=O)c1cccc(NC(=O)CSc2nc3c(cc2C#N)C(=O)CC(C)(C)C3)c1 | 1 | 60* | 0 | 42 | 68* | -12 | -1.1 | -4 | 34 | 7 | -5 |
| O=C(Nc1cccnc1Cl)c1ccc2c(Cl)c3c(nc2c1)CCC3 | 6 | -107 | x | -18 | -43 | -104 | -3.7 | -5 | -99 | -30 | -2 |
| C=CC[N+]1(CC=C)CCOCC1 | 0 | -2 | -3 | 10 | 9 | 12 | 1.5 | 0 | -8 | 5 | 3 |
| CCCCC(=O)Oc1ccccc1C1SCc2cc(C)c(C)cc2CS1 | 0 | 0 | -1 | -20 | -13 | 3 | -1.8 | -4 | -14 | -6 | 0 |
| Cc1ccc(C(=O)Nc2nc3ccc(S(C)(=O)=O)cc3s2)s1 | 0 | -226 | 2 | -89 | -28 | -156 | -4.4 | -2 | -90 | -11 | -5 |

Further compounds:
SMILES	HTR2A ag	Peg3 prom inh	NR2E3 ag-1	NR2E3 ag-2	MITF TRPM1 inh	HIF-2a block	hiPSC survival	PDI inh	Shn3 inh set2	H9c2 protect	CaV13 FRET inh
CCNc1ccc(Br)cc(C(=O)/C=C/c2ccc(Cl)cc2)c1=O	-4	33	-2	-43	27	3	-2.0	-4	82	8	x
COc1ccc(OC)c(N2CC(O)(c3cccs3)[N+]3=C2SCCC3)c1 (stereo not drawn)	-7	-8	-2	-4	-4	16	-0.6	5	37	-2	-20
CN(CC(=O)Nc1ccc(Cl)c(C(F)(F)F)c1)C(=O)CCC(=O)c1ccccc1	-1	13	6	20	3	3	0.2	-15	2	-18	-5
CCOc1ccc(C2NC(=O)Cc3cc(OC)c(OC)cc32)cc1 (stereo not drawn)	-1	6	0	12	-2	15	1.8	9	-4	-2	-17
CCCCC1=CC2=C(c3ccco3)C(=O)C(C)(OC(=O)c3ccc(OC)cc3)C(=O)C2=CN1CC1CC1 (stereo not drawn)	7	-12	16	-17	5	15	2.7	-2	7	-13	-15
O=C(Cn1nnc2ccccc21)c1ccc(Br)cc1	3	-151	2	-36	-44	-214	0.8	1	-47	4	-17
CCN(C(=O)CSc1nc(C2CC2)n(-c2ccccc2)n1)C1CCS(=O)(=O)C1 (stereo not drawn)	2	18	x	9	3	4	0.4	10	-7	-2	-5
COc1ccccc1CN1CCN(Cc2ccc3ccccc3c2)CC1	-9	-9	1	-4	7	8	-0.7	2	6	7	-18
Cn1c(=O)c2c(ncn2CC(=O)Nc2ccccc2)n(C)c1=O	-1	10	9	-18	-6	2	0.1	3	2	8	-5
N=c1c2ccccc2nc2n1CCCCCCCCCCC2	8	16	3	-9	13	4	-0.2	-1	17	-11	-18
NC(=O)C1Cc2ccccc2CN1C(=O)c1nn(Cc2ccccc2)c(=O)c2ccccc12 (stereo not drawn)	4	-2	2	13	x	5	-0.5	12	20	-1	x
CCC(Oc1ccccc1F)C(=O)NCCCn1ccnc1 (stereo not drawn)	-1	16	2	16	9	-1	-0.3	1	2	2	-3
Cc1cc(C)n(-c2nnc(NC34CC5CC(CC(C5)C3)C4)nn2)n1	0	-224	-1	-70	-128	-213	-1.3	3	-44	-10	-16
COc1ccc(C(=O)N2CCCC2)cc1S(=O)(=O)N1CCC(C)CC1	1	26	-1	10	2	4	4.7	-3	5	15	x
Cc1oc(CC(C)C)cc1C(=O)Nc1ccc(C(=O)O)cc1	-1	-54	0	-101	-20	-109	1.0	11	-29	0	-9
O=C(CCc1ccccc1)NCC(=O)N/N=C/c1ccc(O)cc1O	-4	22	-4	-30	19	29	0.1	10	5	53*	-3
CCCNC(=O)C1(C)CCCN(Cc2ccccc2F)C1 (stereo not drawn)	-4	-4	x	-16	x	5	-2.2	8	-11	5	-6
O=C(CSc1nncc2ccccc12)Nc1cccc(O)c1	7	-6	2	-22	1	-29	-0.6	-8	-16	7	-2
O=C(Nc1cccc(NC(=O)c2ccc(F)cc2)c1)c1ccc(F)cc1	1	9	3	-21	-7	14	0.4	-8	2	4	-7
CCC(=O)NC(c1ccccc1)c1c(O)ccc2ccccc12 (stereo not drawn)	5	12	3	-25	0	21	-0.5	-4	-9	1	-18
COc1cc(CNC(C)c2ccccc2)cc(Cl)c1OCC(=O)Nc1ccccc1 (stereo not drawn)	-3	7	-2	-13	1	12	0.8	-1	10	-1	9
CC(C)CCN(CC(=O)NCc1ccc(F)cc1)S(=O)(=O)c1ccccc1F	-3	23	-3	14	5	20	-0.3	3	10	3	-4
O=C1CCCN1CCNC(=S)Nc1ccccc1	3	-9	0	20	-1	6	1.8	-2	1	-2	-8
Cc1oc(CSCCSCc2cc(C(=O)O)c(C)o2)cc1C(=O)O	2	3	3	-16	1	24	-0.1	-4	-34	-1	-2
CC(C)Cn1c(N2CCN(C(=O)c3cccs3)CC2)nc2ccccc21	-4	4	2	-2	7	23	8.6	-5	-6	2	-9
Cc1cc(N2CCOCC2)ccc1/C=C1\NC(=O)N(CC(=O)Nc2ccccc2C)C1=O	0	-47	0	1	-3	-91	1.0	-6	-3	-11	x
COC(=O)Cn1cc(C(=O)c2ccco2)c2ccccc21	3	1	0	-12	-1	2	-1.3	-10	-13	2	-4
CCOC(=O)N1CCN(c2ccncc2S(=O)(=O)N2CCCCC2)CC1	3	15	1	-34	-1	21	-0.4	-7	-3	2	-5
C[C@H]1CN([C@@H](C)CO)C(=O)c2cccc(NS(=O)(=O)c3cn(C)cn3)c2O[C@H]1CN(C)S(C)(=O)=O	0	-11	x	-9	-1	-3	0.8	-5	4	2	-6
CCn1c(SCc2ccc(C#N)cc2)nnc1-c1ccc(S(=O)(=O)N2CCCCC2)cc1	-2	29	-2	1	18	24	-2.1	-4	31	-4	x
CCNC(=O)C1CN(S(=O)(=O)c2ccccc2)CCN1S(=O)(=O)c1ccccc1 (stereo not drawn)	3	16	3	-12	10	4	1.6	5	14	4	-10
O=c1[nH]c(SCCOc2cccc3ccccc23)nc2ccccc12	8	3	-1	-6	13	-19	1.8	-2	-5	-12	-1
COc1ccccc1NCCC(=O)OCC(=O)NC1CCCCCC1	1	5	0	0	5	12	-0.8	1	13	1	-2
Cc1ccc(C)c(CNc2ccc(S(=O)(=O)N3CCCCC3)cc2)c1	0	30	1	43	15	14	0.9	3	65	-18	-3
CSc1nc2sc3c(c2c(=O)n1C)CCCC3	-4	-226	0	-41	-48	-187	-0.5	1	-15	2	x
O=C(Nc1ccccc1N1CCOCC1)c1ccncc1	4	-2	4	5	1	10	-0.4	7	-24	5	-3
O=C(Nc1ccc(Cl)cc1F)c1ccc(COc2c(F)c(F)c(F)c(F)c2F)o1	0	-6	2	-3	8	-5	3.1	3	4	-12	x
CSCCC(NC(=O)COc1ccccc1)C(=O)N1CCN(c2cccc(C(F)(F)F)c2)CC1 (stereo not drawn)	-2	5	x	27	-4	-9	-0.2	2	10	-10	-6
CCOc1ccc(C(=O)NCCC(=O)N2CCC3(CC2)NCCc2[nH]cnc23)cc1	3	8	-2	-14	10	3	0.0	0	7	1	-8
